Source: PubChem
PRMT1 inh: inhibitors of human PRMT1; inhibition, % at 2.79 µM; recombinant PRMT1, activity-based probe fluorescence polarization; 370,000 compounds, 1.3% hits; Q99873;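 active = inhibition above about 21% made by adding two undisclosed values, limit read from the data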
SIAE primary: inhibitors of human sialic acid acetylesterase SIAE; AID 1053197; SIAE FP-Rh probe binding, fluorescence polarization; 370,000 compounds, 0.69% hits; inhibition, % at 9.66 µM; Q9HAT2;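 active = inhibition above a cutoff: mean of compounds within the control limits plus 3 SD of those, cut at about 17% in these data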;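 note: 0% = plate median of compound wells and 100% = probe without SIAE protein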
TCR CD3 inh: inhibitors of human TCR-CD3 interaction; inhibition, % at 9.4 µM; 360,000 compounds, 0.37% hits; AID 651800; TAMRA-labeled TCR probe fluorescence, biochemical; in the data active = inhibition above about 19%;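 note: recombinant mutant TCR 2C K166C tagged with TAMRA read by polarization; 0% = receptor in buffer alone and 100% = receptor with positive control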
UHRF1 MBD2 ctr: UHRF1 methyl-DNA binding inhibition | AID 687016 | inhibition, % at 4.4 µM | UHRF1 binding to methylated oligo, TR-FRET | 370,000 compounds, 0.75% hits | Q96T88; in the data active = inhibition above about 21%;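 note: UHRF1 SRA domain binding a hemimethylated CpG hairpin DNA probe; 0% = median of test compound wells and 100% = reference inhibitor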
Target sequence (Q96T88 whole entry, looked up, the tested form may be a part): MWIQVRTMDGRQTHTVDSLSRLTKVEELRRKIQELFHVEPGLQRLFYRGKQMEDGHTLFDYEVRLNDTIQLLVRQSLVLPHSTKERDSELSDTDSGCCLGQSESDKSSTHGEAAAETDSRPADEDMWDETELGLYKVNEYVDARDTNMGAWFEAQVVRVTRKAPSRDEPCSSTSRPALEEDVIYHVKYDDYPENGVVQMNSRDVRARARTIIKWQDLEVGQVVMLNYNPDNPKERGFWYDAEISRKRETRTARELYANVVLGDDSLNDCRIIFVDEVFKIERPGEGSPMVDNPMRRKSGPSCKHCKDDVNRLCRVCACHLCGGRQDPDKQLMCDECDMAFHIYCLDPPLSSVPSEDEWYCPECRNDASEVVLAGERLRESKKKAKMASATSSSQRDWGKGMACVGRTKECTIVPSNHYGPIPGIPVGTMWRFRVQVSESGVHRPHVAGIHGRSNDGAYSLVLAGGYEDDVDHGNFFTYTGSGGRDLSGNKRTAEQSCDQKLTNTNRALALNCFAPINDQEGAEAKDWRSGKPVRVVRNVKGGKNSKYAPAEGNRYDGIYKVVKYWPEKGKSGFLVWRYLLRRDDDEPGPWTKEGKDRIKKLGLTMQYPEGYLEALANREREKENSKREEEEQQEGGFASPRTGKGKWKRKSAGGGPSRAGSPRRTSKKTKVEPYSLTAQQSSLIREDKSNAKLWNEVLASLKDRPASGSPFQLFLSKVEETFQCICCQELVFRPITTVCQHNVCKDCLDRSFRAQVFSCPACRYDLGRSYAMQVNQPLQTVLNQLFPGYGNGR
HTRA1 inhibitor: inhibitors of human serine peptidase HTRA1; recombinant HTRA1, FP-rhodamine activity-based probe, fluorescence polarization; inhibition, % at 5.96 µM; 340,000 compounds, 0.5% hits; AID 504803; in the data active = inhibition above about 36%;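 note: 0% = enzyme with DMSO and 100% = wells lacking enzyme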
mABHD4 FP: inhibitors of mouse ABHD4 | purified mABHD4, FP-Rh probe fluorescence polarization | AID 720543 | 370,000 compounds, 0.54% hits | Q8VD66 | inhibition, % at 8.92 µM;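 active = inhibition exceeding the mean over every tested compound plus 3 SD, cut at about 30% in these data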;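 note: 0% = plate median of compound wells and 100% = S159A mutant with DMSO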
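Assay system: Wild-type mouse ABHD4 protein | Medium: HEPES pH 7.0 buffer, 150 mM NaCl, 0.01% Pluronic F-127 | Incubation: Enzyme–compound pre-incubation 45 min, then probe 60 min, both 25 °C | Technique: Fluorescence polarization with parallel and perpendicular emission, 525/598 nm | Evaluation: % inhibition of FP-Rh probe binding versus controls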
TDP2 inh: blocks human TDP2 phosphodiesterase activity; O95551; recombinant TDP2, T5PNP hydrolysis, p-nitrophenol absorbance 415 nm; inhibition, % at 12.8 µM; 370,000 compounds, 0.34% hits;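 active = inhibition above the mean of all tested compounds plus 3 SD, set per campaign, cut at about 25% in these data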;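 note: 0% = DMSO with enzyme and 100% = buffer with substrate but no TDP2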
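System – recombinant human TDP2 · Amount – 120 nM TDP2 per well · Buffer or medium – Mg2+-containing Tris-HCl buffer, pH 7.5 · Reagent – T5PNP substrate, 5 mM · Dosing – 12.8 µM single point, 1% DMSO · Incubation – 2 h at 37 °C · Measured by – epi absorbance · Read-out basis – percent inhibition · Benchmarks – high control without enzyme, low control DMSO plus TDP2 · Repeats – singlicate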
Tn7 DDE FP: DD(E)-Tn7 binding inhibition, primary FP screen | FP displacement of FITC-Tn7 peptide from fibrin DD(E); 0% = median of compound wells per plate | 370,000 compounds, 0.13% hits | AID 720508 | inhibition, % at 8.3 µM | P02675;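 active = inhibition above the mean of compounds falling within the control limits plus 3 SD of them, cut at about 14% in these data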;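 note: 0% = plate median of compound wells and 100% = 10 µM Aha-Tn7 peptide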
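Measure: % inhibition scaled between sample-field median and high-control FP; Test system: human fibrin DD(E); Quantity: 2 µM final DD(E) protein; Doses: one dose, 8.3 µM nominal; Schedule: compound with protein 10 min, then 3 h after probe, room temperature; Detection: fluorescence polarization; Medium: Tris buffer with calcium and detergent, pH 7.8.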
LEDGF integ inh: blocks HIV-1 LEDGF/p75-dependent DNA integration. TR-FRET IN-LEDGF/p75 DNA integration, Eu/Cy5. inhibition, % at 3.7 µM. 370,000 compounds, 0.64% hits;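 active = inhibition above the screen-wide mean plus 3 SD, cut at about 13% in these data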;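 note: signal is the Cy5 over europium emission ratio at 671 and 618 nm; 0% = plate median of compound wells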
PG9 Ab binder: small molecules binding HIV-1 gp120 antibody PG9; inhibition, % at 6.7 µM; 360,000 compounds, 0.43% hits; TR-FRET gp120-PG9 antibody binding; in the data active = inhibition above about 8.5%
The depositor's hits bear a star; . = not tested or not shown.

structure	PRMT1 inh	SIAE primary	TCR CD3 inh	UHRF1 MBD2 ctr	HTRA1 inhibitor	mABHD4 FP	TDP2 inh	Tn7 DDE FP	LEDGF integ inh	PG9 Ab binder
O=C(O)[C@@H](c1ccccc1)N1Cc2ccccc2C1=O	4	4	-5	2	-1	4	3	5	6	-0.8
Cn1nc(C(F)(F)F)c2cc(C(=O)Nc3ccc(F)c(Cl)c3)sc21	-2	-80	-2	1	-8	-20	-7	9	0	-0.9
CN(Cc1ccccn1)Cc1nc(Cc2ccccc2Cl)no1	0	-3	-3	1	3	3	-9	3	0	-0.9
Cn1c(=O)c2c(nc(NCCOc3ccc(C(C)(C)C)cc3)n2C)n(C)c1=O	-1	5	4	0	6	-13	-5	2	5	0.1
COc1nnc(-c2ccc(N3CCOCC3)c(NC(=O)c3ccco3)c2)c2ccccc12	3	-5	-4	-1	-7	-7	1	10	2	0.6
O=C1NC(=O)/C(=C\c2ccc(Cl)nc2)S1	0	-3	4	-5	0	-8	-5	-4	2	-1.7
COc1cc2[nH]c(C(=O)NCC3CCCO3)cc2c(OC)c1OC (centres undefined)	-2	1	0	3	3	1	-4	12	-2	-2.9
O=C(OCc1csc(-c2ccccc2)n1)c1ccccc1O	-1	-7	2	-1	2	1	-9	7	1	-1.7
Cc1ccc(NC(=S)NNC(=O)c2cn(C)nc2C)cc1	-2	6	9	-1	0	-2	-9	-1	0	0.6
Cc1ccc(NC(=O)c2ccccc2NC(=O)CCC(=O)O)cc1	0	2	1	-1	5	1	6	3	-2	2.3
Cc1ccc(C(=O)Nc2c(C#N)c(C)c(C)n2Cc2ccccc2)cc1	-3	-8	2	0	-15	-8	-4	6	4	0.5
CCOCCCNC(=O)C(c1ccc(Cl)cc1)N(Cc1ccc2c(c1)OCO2)C(=O)CNC(C)=O (centres undefined)	-3	2	-2	2	-6	7	10	0	-5	0.8
CCOC(=O)c1ccc(NC(=O)c2cccc(C)c2[N+](=O)[O-])cc1	0	-8	-7	1	-24	-12	-3	-2	10	5.7
COc1cccc(/C=C/C(=O)Nc2ccc3c(c2)OCCO3)c1OC	-1	2	1	-1	-5	-6	-6	-6	2	-2.2
CC(/C=N/NC(=O)CSc1ccccn1)=C\c1ccc(C(C)C)cc1	-2	-3	7	-1	-44	-18	-2	-2	2	-0.3
CC(=O)c1ccc(NC(=S)N2CCN(c3cccc(Cl)c3)CC2)cc1	-1	-5	-1	0	-1	-4	-5	7	2	6.2
O=[N+]([O-])c1cc(Cl)cc(/C=N/NC(=S)Nc2ccc(S(=O)(=O)N3CCOCC3)cc2)c1O	5	13	42*	-15	62*	57*	-1	3	2	-3.1
COc1ccc(C2=NN(C(=O)COc3ncnc4ccccc34)C(c3ccco3)C2)cc1 (centres undefined)	-1	-8	6	-3	-12	-2	-8	8	0	-0.8
Cc1ccc(-c2nc3c(C)cc(Br)cn3c2Cc2cccc(F)c2)cc1	-1	-2	6	6	.	-14	6	-5	-1	4.2
COc1cc(NC(=O)CSc2ncnc3c2cnn3Cc2ccccc2)cc(OC)c1	2	2	3	7	-9	2	-13	-1	-5	2.0
CCOC(=O)c1cnc2c(c(C3CC3)nn2C)c1N1CCOCC1	1	5	2	-1	.	3	0	8	-1	-0.3
CCOC(=O)c1c(S(=O)(=O)Nc2ccccn2)c(C)n(C)c1C	-4	-6	5	-2	-1	-1	-6	-3	3	-2.3
Cc1c(NC(=O)c2cccs2)cccc1[N+](=O)[O-]	-3	1	-2	-1	4	4	2	-2	-4	-0.2
C=CC1=C(C(=O)O)N2C(=O)[C@@H](NC(=O)/C(=N/OCC(=O)O)c3csc(N)n3)[C@H]2SC1	29*	-14	26*	94*	8	-2	8	6	63*	-0.3
CCc1ccccc1NC(=O)CN(C)C(=O)Cn1cc(C(F)(F)F)cc(Cl)c1=O	-3	11	-1	-2	-21	5	2	-2	1	1.5
O=C(O)CNC(=O)C(CS)Cc1ccccc1 (centres undefined)	5	5	2	0	-3	15	-1	-5	-2	2.3
Cc1ccc(S(=O)(=O)N2CCC(C)CC2)cc1[N+](=O)[O-]	-2	4	0	-3	0	7	4	4	-3	0.6
O=C(CNC(c1ccccc1)c1ccccc1)Nc1ccc(F)cc1	-1	-2	-2	0	-14	-11	-5	-4	3	-1.1
CCN(CC)CCNC(=O)c1ccc(NC(=O)c2ccc(S(=O)(=O)N3CCCC3)cc2)cc1	-4	-1	-3	0	0	-5	-14	-12	5	-1.1
C=CCn1c(O)c(C(CC)=NCCN2CCOCC2)c(=O)[nH]c1=O	2	-6	1	2	-2	2	2	-1	0	-0.5
COC(=O)CC1(C(=O)OC)Oc2ccc(Br)cc2C(=O)N1c1ccc(Br)cc1Cl (centres undefined)	-3	-5	-5	-2	-23	26	5	-2	-2	-4.1
O=C(c1ccco1)N1CCCN(Cc2cn[nH]c2-c2ccc(-c3ccccc3)cc2)CC1	4	-8	-1	2	-35	2	-1	3	-8	0.5
COc1cc2[nH]c3c(=O)n(CCN4CCOCC4)cnc3c2cc1OC	-2	0	0	2	3	-6	1	2	0	-0.8
Cc1ccccc1Nc1nc(N)nc(CSc2nnnn2-c2ccccc2)n1	0	-1	2	-2	-38	-7	-7	1	-2	-0.3
Cc1sc2nc(C3CC3)nc(N3CCN(S(=O)(=O)c4ccc(F)cc4)CC3)c2c1C	0	-16	3	0	-13	6	1	3	-1	-1.7
CC(=O)c1cccc(NC(=O)c2cccc(NC(=O)c3ccco3)c2)c1	5	-2	-8	0	-8	4	1	1	-3	0.6
COc1cc(OC)cc(C2=Cc3ccc(OC)cc3C(CC(C)=O)N2c2ccc(-c3cncnc3)cc2)c1 (centres undefined)	1	6	-7	-1	.	-4	1	5	0	1.6
O=C(COc1ccc(/C=N/NC(=O)c2ccccc2Br)cc1)Nc1ccccc1	-4	-7	-3	-2	-11	-19	2	3	2	-1.1
COc1cc(NC(=O)c2ccc(OC)c([N+](=O)[O-])c2)ccc1NC(=O)c1cccs1	0	6	-1	2	1	7	4	-4	1	-1.2
CC(=O)C1=C(C)NC(=S)NC1c1ccc(F)cc1 (centres undefined)	3	6	7	-2	.	4	0	-3	2	0.5
Cc1ccc2nc(-c3ccc(Cl)cc3)c(Cc3ccccn3)n2c1	7	13	-4	20	.	4	7	-2	0	-0.3
O=C(COC(=O)c1ccc(NS(=O)(=O)c2cccs2)cc1O)Nc1nc2ccccc2s1	-1	-66	3	1	-53	-92	-3	-5	9	-0.1
O=C(CN1C(=O)CCS(=O)(=O)c2ccccc21)NCc1ccc(F)cc1	4	6	6	-4	-1	2	7	4	-1	-0.3
Cc1ccc(S(=O)(=O)Nc2nc3ccc(S(C)(=O)=O)cc3s2)cc1	6	-5	1	3	0	1	1	0	-2	-0.4
O=S1(=O)c2ccccc2OC(COCc2ccccc2)CN1C1CC1 (centres undefined)	1	4	-2	26*	5	-6	-4	-3	2	-0.9
Cc1ccc(C(=O)N=c2sccn2C)cc1S(=O)(=O)N1CCOCC1	5	2	-10	2	3	-1	-4	2	-7	-0.6
O=C(Nc1ccccc1)N1CCc2c([nH]c3ccccc23)C1C(F)(F)F (centres undefined)	2	-7	-5	5	-28	-24	4	-5	7	1.0
COc1cc(CN2C[C@@H](CO)O[C@@H](n3cnc4c(Nc5ccccc5)ncnc43)C2)cc(OC)c1OC	-2	1	5	0	.	2	17	4	0	-2.3
COc1ccc(N2CCN(C(=O)C3CCN(S(=O)(=O)c4ccc5c(c4)CC(C)N5C(=O)C4CC4)CC3)CC2)cc1 (centres undefined)	-3	-9	9	1	.	-8	-8	-2	-1	-2.8
O=C(Cn1cccn1)N1CCCC(N2CCN(Cc3ccc4c(c3)OCO4)CC2)C1 (centres undefined)	-4	2	8	-1	3	5	5	-5	-3	-2.1
COc1ccc(C(=O)Nc2ccnc(-c3cccnc3)n2)cc1	-2	3	4	-1	1	-1	-7	1	-4	0.1
CC(C)NC(=O)CN(c1cccc([N+](=O)[O-])c1)S(=O)(=O)c1ccccc1	0	2	4	7	3	1	0	-3	1	-0.7
CCOC(=O)c1cccc(NC(=O)CCS(=O)(=O)c2cccs2)c1	2	-5	-2	3	0	1	-3	-6	1	0.9
CC(C)n1nc(C(=O)Nc2nnc(SCc3c(Cl)cccc3Cl)s2)c2ccccc2c1=O	-4	-16	1	0	5	8	4	0	-1	0.7
CCN(C1=NS(=O)(=O)c2ccccc21)N(CC)S(=O)(=O)c1ccc(C)cc1	3	-3	-3	4	0	1	1	6	-1	0.1
O=C(CN1CCN(c2ccccc2)CC1)N1N=CCC1c1ccccc1 (centres undefined)	1	-3	-9	0	0	-13	-4	3	0	1.3
O=C(NC1CC1)C1=C[C@@H](c2coc3ccccc3c2=O)C[C@@H](OCc2ccc(CO)cc2)O1	2	2	4	2	-5	0	3	2	0	-1.1
CCOc1ccc2nc(N3CCCC(C(=O)NC4CCCC4)C3)sc2c1 (centres undefined)	1	-1	-1	4	1	1	0	5	0	-1.5
CCn1c(SCC(=O)N(C)C2CCS(=O)(=O)C2)nnc1-c1ccccc1 (centres undefined)	3	6	-2	-1	3	6	10	-1	-2	1.2
CCCc1c(C(=O)N/N=C/c2cccc3ccccc23)nnn1-c1nonc1N	1	-3	-2	4	0	-4	-13	-2	-3	0.0
C=CC[C@H](CC(=O)OC(C)(C)C)C(=O)OC[C@H]1CCCN1C(=O)[C@@H](CC=C)CC(=O)N(CCO)Cc1ccccc1	0	-8	0	-3	-7	6	-10	5	-2	1.4
O=C(NCCC1=CCCCC1)C1CCN(S(=O)(=O)N2CCCC2)CC1	12	-8	2	6	8	-11	-11	-3	-3	0.0
CS(=O)(=O)c1ccc(C(=O)N2CCN(Cc3ccccc3)CC2)cc1	-2	-9	7	-2	2	-5	-4	2	-2	0.0

A second format for part of the listing above.
> O=C(COc1ccc(/C=N/NC(=O)c2ccccc2Br)cc1)Nc1ccccc1
  PRMT1 inh = -4; SIAE primary = -7; TCR CD3 inh = -3; UHRF1 MBD2 ctr = -2; HTRA1 inhibitor = -11; mABHD4 FP = -19; TDP2 inh = 2; Tn7 DDE FP = 3; LEDGF integ inh = 2; PG9 Ab binder = -1.1

> COc1cc(NC(=O)c2ccc(OC)c([N+](=O)[O-])c2)ccc1NC(=O)c1cccs1
  PRMT1 inh = 0; SIAE primary = 6; TCR CD3 inh = -1; UHRF1 MBD2 ctr = 2; HTRA1 inhibitor = 1; mABHD4 FP = 7; TDP2 inh = 4; Tn7 DDE FP = -4; LEDGF integ inh = 1; PG9 Ab binder = -1.2
